# Source: PubChem (several laboratories)
# M. tuberculosis GlmU – inhibition of mycobacterial GlmU enzyme – biochemical, glucosamine-1-phosphate acetyltransferase (AID 1376). 0.25% of 220,000 active. one-dose inhibition, %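 (tested at 30 µM in the primary screen)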; IC50 in µM for titrated hits. M. tuberculosis GlmU acetyltransferase enzyme assay; higher % means a stronger effect; in the data active means inhibition above about 13%;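 further: 0% = complete reaction with vehicle and 100% = reaction without substrate; strong numbers were not always called active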
# Mtb RmlCD inh – M. tuberculosis RmlC/RmlD inhibition | P9WH09+P9WH11 | RmlC+RmlD coupled enzyme assay, percent inhibition; primary screen in compound mixtures | inhibition, % at 3.6 µM | 0.03% of 160,000 active | AID 1533; in the data active means inhibition mostly above about 34%, no sharp cut-off; further: some results filed as inactive read as strong as hits
# Target sequence (P9WH09 whole entry, looked up): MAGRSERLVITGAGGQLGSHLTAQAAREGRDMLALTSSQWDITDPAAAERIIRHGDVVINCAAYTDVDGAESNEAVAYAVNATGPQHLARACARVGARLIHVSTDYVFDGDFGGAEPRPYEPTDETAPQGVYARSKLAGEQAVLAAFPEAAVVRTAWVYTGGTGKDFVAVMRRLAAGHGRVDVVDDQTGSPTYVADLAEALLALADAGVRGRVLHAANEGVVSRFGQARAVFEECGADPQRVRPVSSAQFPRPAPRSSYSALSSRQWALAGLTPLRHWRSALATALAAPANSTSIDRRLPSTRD
# Target sequence (P9WH11 whole entry, looked up): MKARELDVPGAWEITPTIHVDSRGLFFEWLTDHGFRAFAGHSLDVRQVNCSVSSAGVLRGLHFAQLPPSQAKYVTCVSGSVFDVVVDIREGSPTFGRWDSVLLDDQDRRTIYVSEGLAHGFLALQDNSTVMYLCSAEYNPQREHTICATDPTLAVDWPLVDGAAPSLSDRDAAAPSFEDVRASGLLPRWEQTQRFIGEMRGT
# An asterisk follows results filed as active; nt = not tested or not shown.
SMILES,M. tuberculosis GlmU,Mtb RmlCD inh
COc1cc(C(=O)Nc2nnc(CC(C)(C)C)s2)c([N+](=O)[O-])cc1OC,1.1%,nt
O=C(CSc1nnc(C2COc3ccccc3O2)o1)Nc1ccc(F)cc1Cl (stereo not drawn),-3.7%,7.2
COc1ccccc1NC(=O)CN1CCCCC1,-5.5%,nt
CN(CC#CC(O)(c1ccccc1)c1ccccc1)C(C)(C)C,-4.8%,11.0
CC(C)(OC(=O)NC(=O)C(F)(F)F)C(C)(C)OC(=O)NC(=O)C(F)(F)F,1.8%,-12.7
CC(=O)Oc1ccc(-c2cc3c(OC(C)=O)cc(OC(C)=O)cc3oc2=O)cc1,3.4%,nt
COc1ccc(/C=N/NC(=O)CCCC(=O)NC2CCCCC2)cc1,-2.9%,8.6
COc1ccc(N2CSC3=C(C#N)C(c4cc(OC)c(OC)cc4OC)CC(=O)N3C2)c(OC)c1 (stereo not drawn),6.7%,nt
CCCOc1ccc(N2C(=O)CC(SC(=NCC)NCC)C2=O)cc1 (stereo not drawn),2.2%,-0.1
COc1ccc(CCNC(=O)CCNS(=O)(=O)c2ccc3c(c2)CCN3C(C)=O)cc1OC,2.2%,-3.4
O=C(NCc1ccccn1)c1ccc(Cn2cc(C(F)(F)F)ccc2=O)cc1,2.8%,-4.9
CC1CCN(CCCNC(=O)c2n[nH]c(=O)c3ccccc23)CC1,3.8%,nt

# Single records, from the list above. Order of screens: M. tuberculosis GlmU	Mtb RmlCD inh
# `CC(C)(OC(=O)NC(=O)C(F)(F)F)C(C)(C)OC(=O)NC(=O)C(F)(F)F` in the list: 1.8%	-12.7
# `O=C(CSc1nnc(C2COc3ccccc3O2)o1)Nc1ccc(F)cc1Cl` (stereo not drawn) in the list: -3.7%	7.2
# `COc1ccccc1NC(=O)CN1CCCCC1` in the list: -5.5%	nt

# (listing goes on)
SMILES,M. tuberculosis GlmU,Mtb RmlCD inh
COc1ccccc1Nc1nc(-c2sc(NC(=O)C(C)(C)C)nc2C)cs1,-1.3%,1.8
O=C(Nc1cccc(C(=O)N2CCOCC2)c1)c1ncn[nH]1,-4.6%,13.1
C/C=N\NC(=O)CNC(=O)CNC(=O)c1ccccc1,-3.9%,24.1
O=C(Nc1ccccc1)NC1(C(=O)NCc2ccco2)CCCCC1,1.5%,4.3
COc1ccnc(Oc2ccc(F)cc2)c1C(=O)N/C=N/OCc1cccc(F)c1,-4.3%,15.3
COc1c(Br)cc(Br)cc1/C=C1/C(=O)N=C(N)N1C,-1.3%,-6.6
CCn1c(COc2ccc(Cl)cc2)nnc1SCC(=O)Nc1ccc2c(c1)OCCO2,-5.8%,nt
CCCS(=O)(=O)Nc1c(C(=O)OC)[nH]c2ccccc12,3.2%,nt
NC(=O)Cn1c(=O)n(CCc2ccccc2)c(=O)c2c3c(sc21)CCCC3,0.2%,nt
O=C(O)Cn1nnnc1-c1ccc(F)cc1,-1.5%,9.3
COc1ccc(OC)c(NC(=O)Cc2coc3cc(C)cc(C)c23)c1,2.9%,nt
Fc1ccc(N2CCN(Cc3ccccn3)CC2)cc1,-6.9%,2.6
CC1(C(=O)NCc2cccnc2)CCC(=O)N1Cc1cccs1 (stereo not drawn),nt,-4.1
COC(=O)c1nc2n(n1)C(c1ccc([N+](=O)[O-])cc1)C(C(=O)Nc1ccc(Cl)cc1)=C(C)N2 (stereo not drawn),0.1%,nt
COC(=O)c1cc2oc(C)cc2n1CC(=O)N1CCCc2ccccc21,nt,11.0
Cn1c(CNC(=O)c2ccco2)nnc1SCC(=O)Nc1c(F)cc(F)cc1Br,1.5%,nt
N/C(=N\OC(=O)CC1CCCCC1)c1ccccn1,1.7%,nt
CCOC(=O)c1ccc(NC(=S)Nc2ccccc2)cc1,-4.6%,-8.8
Cc1c(NC(=O)Nc2ccc(Cl)c(Cl)c2)sc(=S)n1C,-1.2%,nt
COCCn1c(-c2ccc(OC)cc2)cnc1SCC(=O)Nc1cc(C)on1,3.6%,-2.4
CCN1CCN(CCNC(=O)c2ccc(CS(=O)(=O)c3c(Cl)cccc3Cl)o2)CC1,-3.2%,12.8
COC(=O)C1C(c2ccccc2)C(C(=O)N2CCN(C)CC2)C1c1ccccc1 (stereo not drawn),3.2%,nt
O=C(OCc1ccc(COC(=O)c2ccccn2)cc1)c1ccccn1,0.6%,-50.8
CCCCn1c(O)c(N=Nc2ccccn2)c2ccccc21,0.0%,-9.8
OCc1nc2ccccc2n1CCCOc1ccccc1,5.1%,-1.1
O=C(c1ccc(CN2CCc3ccccc3C2)cc1)N1CCN(c2ccccc2)CC1,4.2%,4.5
COc1ccc(CNC(=O)C(c2ccco2)N(Cc2cccs2)C(=O)Cc2cccs2)cc1 (stereo not drawn),0.9%,6.1
OCCC1CN(Cc2nc3ccc(F)cc3[nH]2)CCN1C1CCCC1 (stereo not drawn),-3.5%,11.1
CCOC(=O)C1=C(Nc2ccccc2)CC(C)(O)C(C(=O)OCC)C1c1ccccc1 (stereo not drawn),-3.6%,20.1
CCOC(=O)c1ccc(NC(=S)N2CCN(c3ccc(N4CCOCC4)nn3)CC2)cc1,1.3%,-7.9
CC1Cc2ccccc2N1C(=S)NC(=O)c1cccc(Br)c1 (stereo not drawn),3.7%,nt
CC(=O)N1CCc2cc(S(=O)(=O)CCC(=O)N3CCN(C(=O)c4ccco4)CC3)ccc21,37.8%,3.0
COc1ccc(C2NC(Cc3ccccc3)(C(=O)O)C3C(=O)N(c4ccccc4OC)C(=O)C23)cc1 (stereo not drawn),-0.8%,-8.3
c1coc(C2Nc3ccccc3C3OCCC23)c1 (stereo not drawn),-5.6%,24.1
Cc1ccc(CNC(=O)c2cccc(S(C)(=O)=O)c2)cc1,3.9%,9.4
Cc1ccc(C(C)NC(=O)c2cc(C)oc2C)cc1 (stereo not drawn),2.8%,4.9
CN(CC(O)COc1c(F)cc(Br)cc1F)C1CCCCC1 (stereo not drawn),-4.1%,-2.0
COc1ccccc1CNC(=O)COC(=O)c1ccc(NC(N)=O)cc1,-0.1%,11.0
O=C(OCC(=O)c1ccc(Cl)s1)c1ccc2ccccc2n1,-8.0%,-2.5
O=C(CS(=O)(=O)c1c[nH]c2ccccc12)N1CCCCCC1,-2.7%,5.3
Cn1nc(-c2ccc(N3CCOCC3)c(NS(=O)(=O)c3ccccc3)c2)c2ccccc2c1=O,1.7%,13.1
CCOC(=O)C(CC)/C(C)=N/NC(=O)c1ccc([N+](=O)[O-])cc1 (stereo not drawn),5.3%,-8.9
Cc1ccccc1C(=O)NNC(=O)Cc1cccc2ccccc12,-1.6%,8.8
CC(C)n1c(-c2ccc(C(C)(C)C)cc2)n[nH]c1=S,-1.7%,3.9
CCS(=O)(=O)Nc1ccc(-c2cc(-c3ccccc3)c3cc(C)ccc3n2)cc1,1.7%,12.0
Cc1ccc2oc(=O)c3cnn(CC(=O)NCCC(C)C)c3c2c1,-1.0%,4.0
CCCNC(=O)c1c(Cl)cnn1-c1ccc(C)cc1,1.1%,-8.4
Cc1cnc(C(=O)OCC(=O)N2CCc3ccccc32)cn1,-7.8%,-6.0

# A different layout for part of the listing above.
canonical_smiles | M. tuberculosis GlmU | Mtb RmlCD inh
COc1ccc(OC)c(NC(=O)Cc2coc3cc(C)cc(C)c23)c1 | 2.9% | nt
COc1ccc(/C=N/NC(=O)CCCC(=O)NC2CCCCC2)cc1 | -2.9% | 8.6
CCn1c(COc2ccc(Cl)cc2)nnc1SCC(=O)Nc1ccc2c(c1)OCCO2 | -5.8% | nt
CN(CC#CC(O)(c1ccccc1)c1ccccc1)C(C)(C)C | -4.8% | 11.0
Cc1cnc(C(=O)OCC(=O)N2CCc3ccccc32)cn1 | -7.8% | -6.0
CCCOc1ccc(N2C(=O)CC(SC(=NCC)NCC)C2=O)cc1 (stereo not drawn) | 2.2% | -0.1

# Next part.
SMILES,M. tuberculosis GlmU,Mtb RmlCD inh
Cc1c(Cl)cccc1NC(=O)[C@@H](NC(=O)c1ccccc1Cl)C(C)C,-3.0%,8.8
O=C(CNC(=S)N(Cc1ccccc1)Cc1cccs1)NCc1ccc(F)cc1,-5.9%,-3.2
N/C(=N\S(=O)(=O)c1ccc(Cl)cc1)N1CCOCC1,4.1%,-8.0
CC(C)c1ccc(N2C(=O)[C@@H]3Cc4ccccc4CN3C2=O)cc1,6.7%,5.0
CCOC(=O)COc1ccccc1C1Nc2ccccc2C(=O)N1c1cccc(Cl)c1 (stereo not drawn),-1.0%,2.8
O=C(CCSc1nnc2ccc3ccccc3n12)Nc1ccc(F)cc1,5.2%,7.2
CCOC(=O)C1=c2/c(=C/c3ccccc3OC)c(N)c(C#N)n2C(=O)C(c2ccccc2OC)S1 (stereo not drawn),nt,0.6
CCn1nc(C(=O)Nc2ccc(S(=O)(=O)Nc3nccs3)cc2)c2ccccc2c1=O,nt,1.4
Cc1cc(C)nc(Oc2ccc(Br)cc2Br)n1,-0.9%,-10.3
O=C(c1cccs1)N1CCN(Cc2ccccc2[N+](=O)[O-])CC1,0.6%,-4.0
O=C(/C=C/c1ccco1)N/C(=C\c1ccccc1)C(=O)NCCc1nc2ccccc2[nH]1,0.5%,5.2
CCOC(=O)NC1C=CS(=O)(=O)C1 (stereo not drawn),-1.6%,nt
COCCCNC(=O)Cn1nnc(-c2ccc(NC(=O)c3ccccc3F)cc2)n1,-0.7%,-9.9
CC(C)CCNC(=O)CCCOc1ccccc1,0.9%,nt
COc1cc(C)nc(NCc2ccccc2)n1,-11.3%,-3.5
COc1ccc(C)cc1NC(=O)c1ccc(OC(F)F)cc1,-2.4%,-12.2
Cc1nc2nc(C)n(-c3ccccc3)c2s1,3.2%,-7.3
COc1cccc(OC)c1C(=O)Nc1ccc2c3c(cccc13)CC2,-3.6%,1.4
Cc1ccc(/C=N\NC(=O)Cc2cccn2C)o1,0.3%,4.8
O=C(O)CN1C(=O)/C(=C\c2cn(CC(=O)N3CCOCC3)c3ccccc23)SC1=S,-3.8%,7.7
C=CCn1c(C)c(C(C)=O)c(N2CCOCC2)nc1=S,7.6%,2.4
O=C(CSc1nnc(SCC(=O)NCc2ccc3c(c2)OCO3)s1)NCc1ccc2c(c1)OCO2,1.7%,-4.2
Cc1nc2ccccc2nc1CN1CCN(Cc2ccc(F)c(F)c2)C(CCO)C1 (stereo not drawn),0.3%,-8.8
CCOC(=O)c1ccc(N=C2SC(C(=O)Nc3ccc(C(=O)O)cc3)CC(=O)N2Cc2cccs2)cc1 (stereo not drawn),3.6%,nt
Cc1n[nH]c(C)c1SCC(=O)Nc1ccc(F)cc1,-1.5%,nt
CCOC(=O)/C(C#N)=C/c1ccc(OC)c(OC)c1,2.0%,78.9
CCCCNC(=O)c1ccccc1NC(=O)CCC,3.6%,9.4
Clc1ccc(Cc2ccccc2)nn1,1.6%,-6.3
Cc1ccc(-c2nc(C3CCCN(S(=O)(=O)c4ccc(C(C)(C)C)cc4)C3)no2)cc1 (stereo not drawn),3.7%,3.7
COc1cc(CN2CCc3ccccc3C2)ccc1O,1.9%,nt
C=C1CCN([C@@H](CC(C)C)C(=O)NCc2ccco2)S(=O)(=O)c2ccccc21,-2.0%,nt
O=C(NC1CCCCC1)C1c2ccccc2C(=O)N1Cc1ccc2c(c1)OCO2 (stereo not drawn),0.5%,-6.2
O=c1cc(O)c2c(=O)n(-c3ccccc3)c3c(c2o1)CCCCC3,13.0%*,-10.6
O=C(CN1CCN(Cc2ccccc2)CC1)N/N=C/C=C/c1ccccc1[N+](=O)[O-],-4.7%,53.6
O=C(O)c1ccc(CNCc2cccc(Cl)c2Cl)cc1,1.8%,3.2
COc1cccc(C2c3[nH]c4ccccc4c3CCN2Cc2cnn(C)c2)c1 (stereo not drawn),-2.5%,-6.3
O=C(O)c1cccc(N/N=C/c2cn(-c3ccccc3)nc2-c2cccs2)c1,0.6%,-13.8
Cc1c(-c2nnnn2-c2ccc(F)cc2)cnc2cc3c(cc12)OCO3,3.1%,-7.4
O=[N+]([O-])c1ccc(N2CCN(S(=O)(=O)c3ccccc3)CC2)cc1NCC1CCCO1 (stereo not drawn),-2.6%,nt
Nc1ncnc(N2CCOCC2)c1N,-5.0%,nt
Cc1nnsc1C(=O)N1CCC(C(=O)c2ccccc2)CC1,-3.9%,-0.2
COc1ccc(-c2noc(CN(C)S(=O)(=O)c3ccc(Cl)cc3)n2)cc1OC,-5.0%,nt
Nc1ccccc1C(=O)Nc1cccc(C(=O)O)c1,-1.3%,nt
CCCC(=O)c1cc(-c2nc3ccccc3n2C)n(C)c1,-5.0%,0.6
Cc1ccc(N(CC(O)Cn2c3ccccc3c3ccccc32)S(C)(=O)=O)c(C)c1 (stereo not drawn),1.9%,-8.1
CCOC(=O)C1=C(C)Nc2sc(C(=O)c3ccc(F)cc3)c(N)c2C1c1ccc(C(=O)OC)cc1 (stereo not drawn),-3.3%,10.8
COc1ccccc1N1CCN(C(c2ccc(C)cc2)c2nnnn2C(C)C)CC1 (stereo not drawn),2.9%,nt
COc1ccc(C(=O)CSc2nnc(-c3ccccc3)o2)cc1,-0.3%,nt
CC(C)(C)n1nc2c(c1NC(=O)c1ccco1)CS(=O)C2 (stereo not drawn),-0.5%,14.4
COc1cccc(NS(=O)(=O)CC23CCC(CC2=O)C3(C)C)c1 (stereo not drawn),0.5%,-6.0
CCSc1nnc([C@H](Cc2ccccc2)NC(=O)OC(C)(C)C)o1,-2.4%,-7.2
Cc1ccc2c(c1)=C/C(=C\c1c(O)[nH]c(=S)[nH]c1=O)C(=O)N=2,4.0%,4.6
CCSc1nnc(-c2cccc(S(=O)(=O)N(CC)CC)c2)n1Cc1ccccc1,9.1%,-3.8
CCN(CC)c1ccc(C=N/C(C#N)=C(\N)C#N)cc1,-3.4%,13.3
Cc1csc(NC(=O)/C=C/c2ccc3c(c2)OCO3)n1,1.2%,-1.4
O=S(=O)(c1ccc(F)c(F)c1F)N1CCN(C(=S)Nc2ccccc2)CC1,1.7%,-5.4
Cc1ccc2c3c([nH]c2c1)C(=O)CC(C)(C)S3,-0.8%,-4.0

# These rows are one share of the data, so the mix of outcomes need not match the whole.
